# High-throughput results (PubChem BioAssay)
# PPARg SRC-2 ag = agonists of PPARg-SRC-2 recruitment, primary screen, biochemical, HTS. Peroxisome proliferator-activated receptor gamma (Homo sapiens), P37231. PPARgamma LBD-SRC-2 recruitment. activation, % at 8 µM. 0.34% of 200,000 active. AID 1032, 2008; in the data active = activation above about 22%;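 note: 0% = vehicle and 100% = reference agonist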
# Target sequence (P37231 whole entry, looked up, the tested form may be a part): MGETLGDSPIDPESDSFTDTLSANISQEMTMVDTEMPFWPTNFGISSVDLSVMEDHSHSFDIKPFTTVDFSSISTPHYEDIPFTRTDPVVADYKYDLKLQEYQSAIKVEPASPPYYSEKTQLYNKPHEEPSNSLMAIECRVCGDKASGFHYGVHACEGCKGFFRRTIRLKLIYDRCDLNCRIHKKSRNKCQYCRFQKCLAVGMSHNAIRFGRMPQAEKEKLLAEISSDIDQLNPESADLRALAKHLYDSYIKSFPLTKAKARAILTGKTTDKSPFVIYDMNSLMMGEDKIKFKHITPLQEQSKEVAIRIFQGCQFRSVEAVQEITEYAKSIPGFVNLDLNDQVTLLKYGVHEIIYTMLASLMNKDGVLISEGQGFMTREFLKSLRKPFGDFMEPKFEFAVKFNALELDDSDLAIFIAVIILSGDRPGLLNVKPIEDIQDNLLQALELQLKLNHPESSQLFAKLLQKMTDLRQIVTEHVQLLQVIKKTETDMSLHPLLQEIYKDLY
# PPARg SRC-1 ag = PPARgamma agonists recruiting SRC-1 coactivator, primary screen, biochemical; PPARgamma-SRC-1 coactivator recruitment biochemical assay; activation, % at 8 µM; 0.41% of 200,000 active; AID 631, 2007; in the data active = activation above about 19%;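 note: 0% = DMSO and 100% = reference agonist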
# PPARg SRC3 recr = PPARgamma agonists recruiting SRC-3 coactivator, primary screen, biochemical | Peroxisome proliferator-activated receptor gamma (Homo sapiens), P37231 | biochemical PPARgamma/SRC-3 coactivator recruitment assay | 0.26% of 200,000 active | activation, % at 8 µM; in the data active = activation above about 23%;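 note: 0% = DMSO and 100% = reference agonist; some compounds past the cut are filed as inactive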
# RAM network inh = inhibitors of the yeast RAM network, primary screen, dse1pr::URA3 reporter, 5-FOA selection; S. cerevisiae dse1pr::URA3 reporter, 5-FOA growth OD615, 2 d; analog-sensitive cbk1-as2 kinase mutant strain; inhibition, % at 50 µM; 1.8% of 190,000 active;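 active = inhibition above a set limit, 3 SD over mean compound inhibition, cut at about 8.4% in these data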;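 note: 0% = DMSO-only wells with no growth and 100% = 10 µM 1-NA-PP1 full growth; inhibition rescues growth on 5-FOA so higher OD means more RAM inhibition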
# TLR4 MyD88 comp = inhibitors of TLR4-MyD88 association in cells, primary screen, cell-based, HeLa CL3-4, BLA complementation, FRET ratio. Toll-like receptor 4 (Homo sapiens) + Myeloid differentiation primary response protein …. HeLa CL3-4 TLR4/MyD88 BLA complementation. 0.18% of 200,000 active. inhibition, % at 8.4 µM; in the data active = inhibition above about 25%;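 note: 0% = vehicle and 100% = reference inhibitor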
# ROMK primary = ROMK potassium channel modulators, primary screen, cell-based, thallium flux, MLSMR library; 2% of 130,000 active; B-score at 10 µM; Tet-inducible ROMK, thallium flux fluorescence; actives lie on both sides;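 active = signal ratio slope over the read window, or its plate-corrected B-score, at least 3 SD from the plate mean, either direction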;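 note: B-score of the F/F0 ratio slope over 7 to 12 s after thallium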
# Target sequence (P48048 whole entry, looked up): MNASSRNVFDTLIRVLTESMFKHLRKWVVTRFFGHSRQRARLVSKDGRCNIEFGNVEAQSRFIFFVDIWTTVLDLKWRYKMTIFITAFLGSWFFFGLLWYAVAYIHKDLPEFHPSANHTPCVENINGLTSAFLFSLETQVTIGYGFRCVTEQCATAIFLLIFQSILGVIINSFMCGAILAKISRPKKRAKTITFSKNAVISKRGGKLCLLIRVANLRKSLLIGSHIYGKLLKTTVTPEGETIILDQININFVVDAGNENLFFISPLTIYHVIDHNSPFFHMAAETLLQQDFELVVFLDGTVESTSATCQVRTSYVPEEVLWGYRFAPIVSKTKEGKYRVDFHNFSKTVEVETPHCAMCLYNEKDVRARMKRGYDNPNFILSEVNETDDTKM
# STAT1 inh = STAT1 signaling inhibitors, primary screen, cell-based, HTS, luciferase reporter. NIH 3T3 STAT1-luciferase reporter, IFN-gamma, luminescence. inhibition, % at 5.5 µM. 0.35% of 200,000 active. AID 920, 2007;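 active = inhibition above a set limit, the mean inhibition across all tested compounds plus 3 SD, cut at about 34% in these data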;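 note: 0% = IFN-gamma with DMSO and 100% = IFN-gamma with 300 µM nifuroxazide; values of inactives mirror those of a sister screen read the other way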
# STAT3 blocker = IL-6 driven STAT3 reporter inhibitors, primary screen, U3A cells, luciferase, luminescence, MLSCN library; IL-6 STAT3-luciferase reporter; host cell line lacks STAT1; inhibition, % at 5.5 µM; 0.89% of 190,000 active; AID 862, 2007;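 active = inhibition above the mean inhibition across all screened compounds plus 3 SD, cut at about 44% in these data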;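 note: 0% = DMSO only wells and 100% = 100 µM nifuroxazide control wells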
# TR-FRET SRC-2 ct = TR-FRET signal artefacts, primary screen, artefact control for PPARgamma SRC-2 agonist project, biochemical; TR-FRET artefact counter-screen; stronger effect = higher value; 0.4% of 200,000 active; TR-FRET ratio at 8 µM; in the data active = TR-FRET ratio above about 2000; note: inactives centre near 1500
# STAT3 activator = IL-6 driven STAT3 reporter potentiators, primary screen, U3A cells, luciferase, luminescence, MLSCN library; IL-6 STAT3-luciferase reporter; 100% = signal with IL-6 EC80 alone; 0.91% of 190,000 active; activation (% of control), % at 5.6 µM;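 active = activation above the screen-wide mean of compound activation plus 3 SD, cut at about 130% in these data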;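 note: 0% = background luminescence of wells with medium and substrate only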
#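 system = STAT3-luciferase reporter U3A cells | reagent = IL-6 stimulus at 33 ng/mL final | timing = 1 h compound pre-exposure, 6 h IL-6 stimulation, 37 °C | measured by = luminescence | evaluation = % activation versus median of IL-6-stimulated wells | control set = IL-6-only wells as 100% reference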
# S1P3 antagonist = S1P3 receptor antagonists, primary screen, cell-based; Sphingosine 1-phosphate receptor 3 (Homo sapiens), Q99500; CHO S1P3 NFAT-BLA reporter, FRET fluorescence, antagonist mode; inhibition, % at 4.98 µM; 0.27% of 170,000 active;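 active = inhibition above the plate cutoff, the mean inhibition of test wells on that plate plus 3 SD, cut at about 28% in these data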;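 note: cells challenged with S1P at its EC80 of 0.8 µM; blue over green emission ratio from cleaved BLA substrate after 4 h stimulation; 0% = S1P-stimulated wells and 100% = unstimulated DMSO-only wells; some compounds past the cut are filed as inactive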
# Numbers without * were called inactive; . = not tested or not shown.
SMILES,PPARg SRC-2 ag,PPARg SRC-1 ag,PPARg SRC3 recr,RAM network inh,TLR4 MyD88 comp,ROMK primary,STAT1 inh,STAT3 blocker,TR-FRET SRC-2 ct,STAT3 activator,S1P3 antagonist
N#CC1=C(N)C(C#N)(C#N)C(c2ccc[nH]2)C2CCCC=C12 (stereo not drawn),0,-7,3,-0.7,0,-6.5*,1,-4,1606,103,13
CCOc1ccc2c(c1)sc(N)[n+]2Cc1cc(C)cc2cccnc12,9,10,-5,1.0,6,.,15,-6,1620,101,5
Cn1c(SCC(=O)Nc2ccccc2)nnc1C(F)(F)F,-2,6,2,0.8,1,0.051,-7,28,1761,82,-6
CC(C)CN1CCN(Cc2cccn2-c2cccnc2)CC1CCO (stereo not drawn),0,0,-1,0.6,0,0.3,-2,-1,1476,103,-16
CCC(C)NC(=O)C(=O)NCc1ccccn1 (stereo not drawn),12,4,9,0.3,-2,0.51,4,9,1700,97,17
COC(c1ccccc1)c1nnc(CCC(=O)N(C)C(C2CC2)C2CC2)o1 (stereo not drawn),-2,6,3,1.7,-5,1.5,-35,-19,1624,117,-5
CCCCN1C(=O)C(O)(CC(=O)c2ccccn2)c2ccccc21 (stereo not drawn),1,-6,4,0.4,-6,-0.16,1,-14,1542,113,-5
Cc1cccc(NC(=O)c2cc3cc([N+](=O)[O-])ccc3s2)n1,-5,-5,1,-0.4,1,0.46,-7,25,1439,86,-8
C=CCNc1nc(N)c(C(=O)Nc2cc(C)on2)s1,0,-6,14,2.0,-11,-0.33,-9,0,1246,104,-10
O=C(/C=C/c1ccc(S(=O)(=O)N2CCOCC2)cc1)NC(=S)Nc1ccc(N2CCOCC2)cc1,-2,4,1,2.2,4,-0.56,2,-5,1435,102,5
O=C(CNC(=O)c1ccc([N+](=O)[O-])cc1)c1ccccc1,-5,-6,-8,3.7,8,.,-38,12,1555,99,.
CN(C)c1ccc(/C(=N\O)c2ccccc2)cc1,7,-4,5,0.0,-1,.,-19,-5,1282,108,10
Cc1ccc(-c2nn3c(C)nnc3s2)cc1NC(=O)c1cccnc1,3,1,-5,3.5,5,.,0,5,1313,97,-2
O=C(CSc1nc2ccccc2c(=O)[nH]1)c1ccc(O)cc1O,0,1,2,3.3,-3,0.97,64*,3,1557,100,-21
CC1=CC(C)(C)Nc2ccc(OC(=O)CN3C(=O)c4cccc5cccc(c45)C3=O)cc21,0,-4,2,1.2,2,.,8,7,1393,98,.
CCCCNC(=S)NC(C)(C)CO,3,0,1,5.7,5,0.98,-9,-11,1637,111,0
O=C(N/N=C/c1ccco1)c1ccc(C(=O)N/N=C/c2ccco2)o1,4,0,-2,2.7,-8,0.49,-7,13,1618,92,7
COc1ccccc1-c1cc(C(=O)Nc2cc(C)n(Cc3ccc(Cl)cc3)n2)no1,5,4,6,2.0,-4,.,1,24,1552,87,-6
CC(C)[C@H](NC(=O)c1ccccc1)C(=O)OCC(=O)c1ccc2c(c1)NC(=O)CO2,17,-1,-5,0.0,1,-0.59,4,-7,1803,104,.
CN1CCN(NC(=O)c2cc([N+](=O)[O-])cc([N+](=O)[O-])c2)CC1,0,5,5,-0.8,-3,-0.38,1,2,1544,104,.
Fc1ccccc1CCNc1c2c(nc3ncnn13)CCCC2,2,6,3,1.3,-10,-0.33,26,27,1588,79,10
CNC(=O)/C(=N\O)c1ccccc1,5,3,3,1.3,25,.,6,14,1454,92,-16
CC(=O)c1cc(CN2CCC(N3CCC(C(=O)NC(C)C)CC3)CC2)cs1,6,0,3,1.3,11,0.14,0,4,1547,102,-4
Cc1sc2nc(-c3ccccc3)[nH]c(=O)c2c1-c1ccccc1,0,-2,4,3.5,3,-0.13,-2,6,1640,94,-10
CC1CN(C(=O)/C=C/c2cccc([N+](=O)[O-])c2)CC(C)O1 (stereo not drawn),-6,2,-4,.,2,.,-1,13,1378,96,.
CC1(C)SC2C(NC(=O)COc3ccccc3)C(=O)N2C1C(=O)O (stereo not drawn),5,-4,1,2.1,-8,-1.2,5,13,1446,91,2
CCC(=O)c1ccc(N2CCN(C(=O)c3ccccc3F)CC2)c(F)c1,1,-1,-4,7.5,19,0.23,0,0,1608,105,3
Cc1cc(C(N)=O)c2cc(Br)ccc2n1,2,5,8,-0.1,-2,1.1,7,12,1581,90,-31
Cc1cc(C)nc(NS(=O)(=O)c2ccc(NS(=O)(=O)c3ccccc3)cc2)n1,-1,-3,-11,1.9,-1,-0.046,1,3,1603,102,.
Cc1cc(C)n(-c2ccc(Cl)c(C(=O)NCc3ccccc3)n2)n1,2,6,5,4.1,-9,0.073,8,10,1724,99,-10
O=C(/C=C/c1cccs1)Nc1cccc(NC(=O)/C=C/c2cccs2)n1,9,10,11,2.3,-18,.,-23,-1,1676,105,12
Cc1cc(C(=O)CN2C(=O)NC(C)(CC(C)C)C2=O)c(C)n1-c1ccc2c(c1)OCO2 (stereo not drawn),15,6,6,1.1,-13,.,4,4,1625,95,3
O=C(NCc1ccco1)C1CCN(S(=O)(=O)N2CCC3(CC2)OCCO3)CC1,5,-5,6,1.8,-3,0.76,1,5,1555,98,-68
CCCCCc1ccc(C(=O)CCCC)c(=S)[nH]1,4,9,2,2.0,-2,3.8*,-2,8,1594,95,4
CCOC(=O)CCc1nc2ccccc2[nH]1,-9,14,-6,1.2,1,0.63,7,3,1360,100,-32
CCOC(=O)N1CCC(NCCNC(=O)c2ccc(Cl)cc2)CC1,6,3,3,2.1,-5,0.047,3,5,1655,98,.
O=C(N/N=C/c1ccncc1)c1ccccc1,-3,-12,-8,0.5,12,.,4,0,1446,110,.
Cc1ccccc1NC(=S)N(CCN1CCOCC1)Cc1ccccc1F,-2,4,2,-0.7,-14,1.4,1,1,1384,101,-6
NC(=NCCc1ccccc1)NS(=O)(=O)c1ccc2ccccc2c1,-6,-2,-4,2.7,-10,-1.1,7,28,1417,78,6
COCC(C)n1c(SCC(=O)N2CCc3ccccc3C2)nc2ccccc2c1=O (stereo not drawn),5,-3,4,-0.7,-14,-0.17,0,-2,1584,100,-7

# Two entries drawn at random from those above, as already listed:
SMILES,PPARg SRC-2 ag,PPARg SRC-1 ag,PPARg SRC3 recr,RAM network inh,TLR4 MyD88 comp,ROMK primary,STAT1 inh,STAT3 blocker,TR-FRET SRC-2 ct,STAT3 activator,S1P3 antagonist
CCCCN1C(=O)C(O)(CC(=O)c2ccccn2)c2ccccc21 (stereo not drawn),1,-6,4,0.4,-6,-0.16,1,-14,1542,113,-5
CCOc1ccc2c(c1)sc(N)[n+]2Cc1cc(C)cc2cccnc12,9,10,-5,1.0,6,.,15,-6,1620,101,5

# New compounds follow.
SMILES,PPARg SRC-2 ag,PPARg SRC-1 ag,PPARg SRC3 recr,RAM network inh,TLR4 MyD88 comp,ROMK primary,STAT1 inh,STAT3 blocker,TR-FRET SRC-2 ct,STAT3 activator,S1P3 antagonist
COc1ccc2cc(/C=N/NC(=O)c3ccc(CN(c4cccc(Cl)c4Cl)S(C)(=O)=O)cc3)c(Cl)nc2c1,7,-2,3,7.1,1,-0.51,10,20,1436,88,4
Cc1noc(C)c1COC(=O)Cc1ccc(Cl)c(Cl)c1,3,3,8,-0.2,-11,-0.96,-5,6,1570,100,0
C=CCNS(=O)(=O)c1ccc(OC)c(C)c1,0,-9,-3,0.5,6,.,-9,8,1430,96,-16
COc1ccc(C(=O)N/N=C(\Cc2ncc[nH]2)c2ccccc2)cc1,7,4,4,0.3,8,-0.51,2,6,1706,102,-7
N#CC(C#N)=C1C=CC=CN1/C(=C\c1ccccc1Cl)C(=O)c1ccccc1,9,9,9,0.0,14,-5.6*,35*,13,1596,95,-8
O=C(CNC(=O)c1cccc(F)c1)N/N=C/c1ccc([N+](=O)[O-])s1,2,8,1,-0.8,12,-0.67,11,16,1620,91,0
CCc1nc2ccccc2n1CC(=O)Nc1cc(C)on1,5,3,0,-0.5,-16,0.92,-19,6,1572,105,7
O=C(CC(c1ccccc1)c1ccco1)N1CCCCC1 (stereo not drawn),-4,2,4,-0.6,-3,-0.45,-2,6,1448,102,-7
C/C(=N\O)c1ccc2[nH]ccc2c1,-4,4,3,0.4,-2,-0.14,-21,-4,1658,106,.
O=C1C2C(C(=O)N1Cc1ccco1)C1C=CC2C12CC2 (stereo not drawn),-2,0,-4,1.5,-4,.,2,-3,1543,103,-12
Cc1ccccc1C1C(C#N)=C2N=C(N)c3c(sc4c3CCCCC4)N2C2=C1C(=O)CCC2 (stereo not drawn),3,3,5,2.1,6,.,3,17,1519,90,.
COC(=O)c1oc2ccccc2c1NC(=O)c1ccccc1O,-5,14,7,2.8,-10,1.7,9,18,1441,91,-16
CC1CCCN(CC(O)COc2ccc(Cl)cc2)C1 (stereo not drawn),1,2,6,1.0,-6,.,5,10,1604,96,-28
Cc1cccc(NCc2ccccc2O)c1C,1,3,-1,0.1,3,-0.72,-10,10,1384,93,-33
CC(=O)Nc1ccc(/C=N/N2CCCCC2)cc1,2,0,3,0.1,-8,-0.0071,-41,-8,1540,110,-21
O=[N+]([O-])c1ccc(N/N=C/c2cn(-c3ccccc3)nc2-c2ccccc2)cc1,8,6,10,5.5,38*,.,4,8,1722,96,.
COc1cc(CNCCN2CCOCC2)ccc1OCc1c(Cl)cccc1Cl,0,6,2,0.0,-5,.,6,4,1766,99,5
O=C(Nc1ccc2c(c1)OCO2)c1ccc2c(c1)OCO2,0,-2,10,-0.1,-3,.,-36,36,1605,70,-4
Cc1ccc(Cn2c(SCc3cccnc3)nc3c2c(=O)n(C)c(=O)n3C)cc1,0,-4,6,-0.4,-5,1.5,3,6,1381,99,17
O=C(CSc1nc2ccc([N+](=O)[O-])cc2[nH]1)c1ccc(Cl)cc1,-3,5,4,5.6,-16,-0.21,-10,-8,1680,105,-5
Cc1ccc(NC(=O)c2cc3c(=O)oc4ccccc4c3s2)nc1,-1,-5,-3,0.6,3,-0.028,-10,-2,1522,102,2
O=C1OCC2=C1C(c1ccccc1)CC(=O)N2c1ccc(F)cc1 (stereo not drawn),9,6,3,1.3,2,0.38,-7,13,1519,93,-14
O=S(=O)(c1ccc(N2CCC(c3ccc(Cl)cc3)=N2)cc1)N(CCO)CCO,3,0,-4,7.3,-145,-1.5,-9,6,1403,95,.
OC[C@H]1O[C@@H](n2cnc3c(NC4CCCC4)ncnc32)[C@H](O)[C@@H]1O,0,10,-4,0.0,11,.,12,-3,1616,105,1
